From PubChem
PhoP inhibition: inhibitors of PhoP regulon expression, primary screen, Salmonella Typhimurium, GFP reporter (AID 1863). S. Typhimurium PhoP-regulated promoter GFP reporter, 4 h; higher % means a stronger effect. one-dose inhibition, % at 50 µM; IC50 in µM for titrated hits. 0.16% of 300,000 active;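 active = inhibition over 29.93%, a cutoff 3 SD above the screen mean, later confirmed by dose response; inconclusive = inhibition over 29.93% but no dose response follow-up; inactive = inhibition at most 29.93% or unconfirmed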;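 also: 0% = low Mg2+ inducing control and 100% = high Mg2+ repressing control; strong numbers were not always called active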
RSV antiviral HEp-2: inhibition of RSV-induced cytopathic effect – HEp-2 cells, primary 10 µM value included (AID 2391); 0.13% of 310,000 active; HEp-2 cells, RSV-induced CPE inhibition; higher % means a stronger effect; CPE inhibition, % at 10 µM, or IC50 in µM where a hit was titrated; in the data active = a potency from the dose series; inconclusive = CPE inhibition mostly from about 23% at the one dose, without a potency; inactive = the rest, 99 in 100 with CPE inhibition below about 21%; also: strong numbers were not always called active
West Nile virus CPE: West Nile virus antiviral activity, cell-based, CPE readout (AID 1621). West Nile virus-infected cells, CPE inhibition; higher % means a stronger effect. one-dose CPE inhibition, % at 10 µM; IC50 in µM for titrated hits. 0.02% of 290,000 active; in the data active = a potency from the dose series; inconclusive = CPE inhibition mostly from about 3.7% at the one dose, without a potency; inactive = the rest, 99 in 100 with CPE inhibition below about 2.2%; also: strong numbers were not always called active
CSM14.1 death rescue: rescue of cells from ER stress-induced death, primary screen, 384-well, CSM14.1, thapsigargin, ATP luminescence (AID 1222); CSM14.1 thapsigargin-induced death rescue, ATP luminescence; higher % means a stronger effect; one-dose cellular ATP content (survival), % at 20 µM; EC50 in µM for titrated hits; 190,000 tested, under 10 active;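 active = EC50 below 50 µM in the dose-response confirmation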;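 also: death triggered by thapsigargin at about 15 µM added after 2 h compound pretreatment; cell ATP read after overnight thapsigargin exposure of roughly 18 to 22 hours; normalized against plate controls of thapsigargin alone and 5% DMSO vehicle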
LYP phosphatase: PTPN22 lymphoid phosphatase activity blockers – biochemical, fluorescence intensity, uHTS (AID 1779); recombinant LYP phosphatase, fluorescence intensity; higher % means a stronger effect; inhibition, % at 11.5 µM; hits with a dose series show IC50 in µM; 0.054% of 290,000 active; in the data active = inhibition above about 50%;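 also: plate controls were vehicle with enzyme for no effect and no enzyme for full effect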
Rac1 GTP hydrolysis: MgcRacGAP GTPase-activating activity inhibitors, confirmation, biochemical, ADP Hunter fluorescence | MgcRacGAP-stimulated Rac1 GTP hydrolysis, ADP Hunter fluorescence; higher % means a stronger effect; GST-tagged Rac1 F28L mutant substrate | 0.6% of 340,000 active | AID 624330 | inhibition, % at 30 µM; hits with a dose series show IC50 in µM;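 active = first-screen hits whose inhibition reached a set limit at any dose in the follow-up dose series; inconclusive = inhibition above the set first-screen limit but never retested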;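 also: fluorescence reports GDP produced by GAP-driven GTP hydrolysis; strong numbers were not always called active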
Large T inhibition: SV40 large T antigen inhibitors, biochemical (AID 1903); SV40 large T antigen ATPase/helicase inhibition assay; higher % means a stronger effect; inhibition, % at 20 µM; hits with a dose series show IC50 in µM; 0.39% of 310,000 active; in the data active = a potency from the dose series; inconclusive = inhibition mostly from about 32% at the one dose, without a potency; inactive = the rest, 99 in 100 with inhibition below about 32%; also: strong numbers were not always called active
NS5 inhibitors: Dengue-2 NS5 methyltransferase inhibitors, primary screen, biochemical, confirmation dose response (AID 588689) | Dengue-2 NS5 methyltransferase capping enzyme assay, biochemical; higher % means a stronger effect | inhibition, % at 25 µM, or IC50 in µM where a hit was titrated | 0.3% of 340,000 active; in the data active = a potency from the dose series; inconclusive = inhibition above about 29% without an active follow-up result
GPR35 antagonists: GPR35 antagonists blocking zaprinast-driven arrestin recruitment, primary screen, imaging, U2OS, beta-arrestin-GFP, zaprinast agonist (AID 2058). U2OS GPR35 beta-arrestin-GFP translocation imaging, zaprinast antagonism; higher % means a stronger effect. inhibition, % at 10 µM; hits with a dose series show IC50 in µM. 0.052% of 290,000 active;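 active = inhibition of at least 50% with at least 30 cells and total cytoplasm GFP at most 10,000,000; inconclusive = under 30 cells or total GFP of 10,000,000 plus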
NS5 inhibitors pilot replicate: recorded beside NS5 inhibitors, whose call it bears; inhibition, %; measured here: pilot screen replicate inhibition
An asterisk follows results filed as active; ? = inconclusive; . = no result given.

SMILES | PhoP inhibition | RSV antiviral HEp-2 | West Nile virus CPE | CSM14.1 death rescue | LYP phosphatase | Rac1 GTP hydrolysis | Large T inhibition | NS5 inhibitors | GPR35 antagonists | others
CCN(C(=O)COC(=O)c1cccc(NS(=O)(=O)c2ccc(F)c(F)c2)c1)C1CCS(=O)(=O)C1 (centres undefined) | -3% | -0.1% | -0.1% | 3.3% | -8% | . | 3% | . | -7%
CC(=O)Oc1c(C)cc(Cl)cc1C(=O)Nc1ccc([N+](=O)[O-])cc1Cl | 10% | -2.6% | -1.5% | -3.2% | -12% | 6% | -8% | -1% | 15%
Cc1ccc(CNC(=O)CCn2nc(-c3ccc(Cl)cc3)ccc2=O)cc1 | -6% | 0.9% | -0.6% | 0.5% | -4% | 11% | 7% | -1% | -4%
O=C(C1CCCN(Cc2ccc(Cl)cc2)C1)N1CCCCC1 (centres undefined) | 4% | 0.5% | -0.5% | . | -11% | 25% | 5% | 3% | -9%
Cc1nn2cc(-c3ncc(C(F)(F)F)cc3Cl)cnc2c1Br | 5% | 0.3% | 0.9% | 1.7% | -8% | . | 7% | . | -14%
COC(=O)CN(n1cnnc1)S(=O)(=O)c1ccccc1 | -3% | -0.1% | 1.1% | 0.7% | -8% | 2% | -2% | -5% | 18% | NS5 inhibitors pilot replicate=3.3
CS(=O)(=O)c1ccc2nc(NC(=O)c3ccccc3)sc2c1 | -2% | 3.4% | -0.1% | . | -9% | 6% | 16% | 6% | 0%
O=C(O)c1cccc(Nc2nc3ccccc3nc2NS(=O)(=O)c2cccs2)c1 | -5% | 1.8% | 0.6% | . | -14% | -7% | 8% | 66µM* | 11%
CCCCN(C(=O)c1ccc([N+](=O)[O-])s1)c1c(N)n(CCCC)c(=O)[nH]c1=O | -7% | -1.1% | . | . | . | 3% | 9% | -1% | .
COC(=O)COc1ccc(Oc2cc(C)nc(SC)n2)nn1 | 0% | 1.1% | 0.1% | -1.1% | -5% | 0% | 6% | -5% | -1%
COCCN(C(=O)COC(=O)c1ccc2c(c1)OCCO2)c1c(N)n(Cc2ccccc2)c(=O)[nH]c1=O | 0% | 1.0% | . | . | . | 10% | 25% | 4% | .
CCn1c(SCc2nc(-c3ccccc3)no2)nnc1-c1ccco1 | -2% | 1.9% | -0.1% | -0.5% | 1% | 2% | 19% | -6% | -4%
COc1cc(CN2CCN(S(=O)(=O)c3ccc(F)cc3)CC2)cc(OC)c1OC | 2% | 4.3% | -0.7% | 0.1% | -5% | 14% | 1% | -3% | 6%
Cc1ccc2nc(SCC(=O)Nc3ccc(C)c([N+](=O)[O-])c3)[nH]c2c1 | 8% | 47% | -0.8% | -2.9% | -1% | 2% | 10% | -4% | -5%
CC(=O)N/C(=C\c1cccc([N+](=O)[O-])c1)C(=O)NC(C)C | 0% | 1.6% | -0.7% | 8.0% | -2% | 10% | 9% | -6% | -8%
COc1ccc(OC)c(S(=O)(=O)N2CCC(C(=O)N3CCCCCC3)CC2)c1 | 5% | 0.2% | -0.5% | . | -2% | 4% | -1% | -8% | -6%
O=C(Cc1cccs1)Nc1nnc(CCc2ccccc2)s1 | 10% | 4.8% | 0.2% | -1.7% | -5% | 3% | -4% | -5% | -21%
CCCN1C(=O)C(O)(c2c(C)[nH]c3ccccc23)c2ccccc21 (centres undefined) | -13% | . | -0.7% | . | -6% | -2% | 5% | -5% | -13%
NCC(c1ccccc1)(c1ccccc1)c1ccccc1 | ? | -0.5% | -0.8% | -5.7% | -11% | 2% | 21% | -9% | -3%
CCc1ccc(C(=O)OCC(=O)Nc2cccc(S(=O)(=O)NC3=NCCCCC3)c2)cc1 | -3% | 3.0% | -0.7% | -0.7% | 2% | 5% | 23% | -4% | -2%
Cc1cc(C)cc(NC(=O)c2ccc(S(=O)(=O)N(C)CC3CCCO3)cc2)c1 (centres undefined) | -7% | 2.2% | -0.3% | . | -6% | 9% | 4% | 1% | -1%
Cc1cccc(NC(=O)NC2CCCCCCC2)c1C | -6% | 2.7% | -0.6% | . | -1% | 6% | 16% | -8% | 8%
COc1cc(/C=N/N2CCN(c3ccccc3OC)CC2)ccc1O | 11% | 1.6% | 0.3% | -2.9% | -1% | 37µM* | ? | 1% | 2%
O=C(NCC(=O)N1CCOCC1)c1ccc(Cl)cc1 | -3% | 1.2% | 0.3% | . | -4% | 11% | 14% | -6% | 1%
CC1=C(C#N)C(c2ccccc2)C2=C(N1)c1ccccc1C2=O (centres undefined) | 3% | 3.0% | -0.5% | 16% | 5% | 7% | 11% | -1% | -7%
CC(=O)c1ccc2noc(-c3cccc(C)c3)c2c1 | -5% | 2.5% | -0.7% | -1.2% | 8% | 4% | 6% | -9% | -23%
Cc1ccc(NC(=O)CN2CCC(NC(=O)Cc3ccccc3)CC2)c(C)c1 | -8% | 1.7% | -1.8% | -0.2% | -8% | 1% | 10% | -7% | 1%
Cc1cc(C(=O)NCc2cccnc2)n(-c2ccccc2)n1 | 0% | -0.1% | 0.6% | . | -4% | -5% | -2% | 1% | 8%
c1coc(CSCc2cn3cccnc3n2)c1 | 13% | 0.5% | 0.0% | 1.6% | -7% | 11% | -1% | 4% | 5%
O=C(O)c1cc(-c2ccco2)nc2cc3ccccc3cc12 | -3% | 2.8% | -0.1% | . | -8% | 22% | 52% | 0% | -8%
CCc1ccccc1NC(=S)N(Cc1cccc(C)c1)c1cccnc1 | 24% | 2.2% | 0.0% | -0.3% | -2% | -4% | 1% | -5% | 11%
CSc1nc(C)cc(OCNC(=O)c2cccs2)n1 | 0% | -0.8% | . | 2.1% | 2% | 5% | -1% | -4% | -1%
Cc1nn(C(=O)c2cccnc2)c(C)c1Sc1ccc(Br)cc1 | 20% | 11% | 0.5% | -1.4% | -2% | 3% | -3% | 0% | -7%
Cc1ccc(-n2nnnc2-c2cnn(-c3ccc(F)cc3)c2C(F)(F)F)cc1 | 7% | 1.4% | -0.9% | -2.5% | -3% | 1% | 2% | 3% | -1%
CSc1ncccc1C(=O)Nc1ccc(S(=O)(=O)NC2=NCCCCC2)cc1 | 4% | 2.2% | -1.8% | 1.1% | -2% | 7% | 7% | -15% | -16%
CCC1CCCCN1CCCNC(=O)c1ccc2c(c1)N(Cc1c(F)cccc1Cl)C(=O)CS2 (centres undefined) | 0% | -0.8% | ? | . | -7% | 12% | 7% | -4% | -16%
Cc1nn(-c2ccccc2)c(C)c1/C=N/NC(=O)c1cc(C2CC2)[nH]n1 | 2% | 7.4% | 0.3% | -2.9% | -1% | 11% | -7% | -1% | -19%
Cc1cccc(N2CCN(C(=O)c3cn4ccccc4n3)CC2C)c1 (centres undefined) | 6% | 6.6% | -1.1% | -1.1% | -2% | 10% | 14% | 0% | -9%
CN(C)CCCN(C(=O)c1ccco1)c1nc2c(F)cccc2s1 | 4% | -0.6% | 0.4% | . | -4% | -1% | 12% | 0% | 10%
CCOC(=O)NCN1C(=O)C2C3C=CC(C3)C2C1=O (centres undefined) | -6% | -0.1% | 0.2% | -1.0% | -14% | 9% | 24% | -4% | -8%
COC(=O)c1c(C)oc2cc(Br)c(OCC(=O)C(C)(C)C)cc12 | 4% | -0.8% | -0.3% | -0.6% | -8% | 7% | 1% | -9% | 10%
CCc1ccccc1NC(=O)Nc1ccc2c(c1)OCO2 | -2% | -0.3% | -0.2% | -0.8% | -7% | 10% | 2% | -3% | -2%
Cc1ccc(C2=NNC(=O)C(c3ccc(Cl)cc3)C2)cc1 (centres undefined) | 1% | 6.8% | -0.4% | 0.0% | -1% | 2% | 18% | 1% | 5%
NS(=O)(=O)c1ccc(CCNC(=O)c2ccc[nH]c2=S)cc1 | 3% | 1.9% | -0.1% | . | -5% | 18% | 9% | -12% | -4%
COc1cc(C(=O)NC(C)c2ccc(-n3ccnc3)cc2)cc(OC)c1C (centres undefined) | -5% | 1.4% | -0.6% | . | -8% | 8% | 8% | 2% | 13%
COc1cc(NC(=O)C2=COCCO2)c(OC)cc1Cl | -8% | 1.1% | . | . | . | -5% | 4% | 4% | .
Cc1cc(C)n(CCN(C)C(=O)CCc2nnc(CCC3CCCCC3)o2)n1 | 8% | 1.3% | -0.6% | 1.0% | -9% | 4% | 5% | -7% | 0%
COc1cc(NC(=O)CN2CCN(C(=O)C3CCCO3)CC2)c(OC)cc1Cl (centres undefined) | 2% | 1.2% | 0.1% | . | -8% | 10% | 2% | 0% | 4%
COc1ccc(-c2oc3ccc(N4CCOCC4)cc3c2/C=C/c2ccc(OC)c(OC)c2)cc1 | 3% | 1.4% | 2.2% | . | -13% | 3% | 6% | -11% | -14%
O=C(CNC1CCCCC1)NCC1(c2ccccc2)CCCC1 | 2% | -2.1% | -1.3% | 1.7% | -7% | 7% | 7% | -4% | 6%
NNC(=O)c1cc(C23CC4CC(CC(C4)C2)C3)nc2ccccc12 | -3% | 2.0% | -0.3% | . | 5% | 3% | 9% | -2% | 16%
Cc1ccc(CCNS(=O)(=O)c2ccc3c(c2)NC(=O)CCS3)cc1 | -8% | -1.6% | -0.1% | . | -8% | 10% | 7% | -10% | -9%
O=C(NCCCCNC(=O)c1ccccc1Cl)c1ccccc1Cl | 11% | 1.2% | 0.0% | . | -9% | -17% | 5% | 8% | -6%
CCC1CCCCN1C(=O)CSc1nc(N)cc(N)n1 (centres undefined) | 5% | -0.8% | -0.1% | 4.6% | -10% | 3% | 3% | -1% | -2%
O=C(C1CCCN(Cc2ccccc2[N+](=O)[O-])C1)N1CCCC1 (centres undefined) | 2% | 0.6% | -0.3% | . | -7% | 21% | 3% | 4% | 5%
CN(C1CCCCC1)S(=O)(=O)c1ccc(NC(=O)C2CCCCC2)cc1 | 2% | 7.7% | -1.6% | -2.0% | 3% | -2% | 9% | 6% | 0%
O=C(COc1ccccc1)Nc1ccc2[nH]ncc2c1 | 1% | 2.6% | -0.5% | . | -9% | 8% | 16% | -7% | 14% | NS5 inhibitors pilot replicate=-2.7
CCc1nnc(NC(=O)C=C(C)C)s1 | -5% | 3.8% | -0.1% | -0.4% | -5% | 1% | 12% | -6% | -10%
O=C(N/N=C\c1cn(-c2ccccc2)nc1-c1ccccc1)c1ccc2c(c1)OCO2 | -6% | ? | 0.9% | 1.3% | 6% | 4% | 16% | -1% | -15%
N#CC1=C(S)N(c2ccc(F)cc2)C(c2cccs2)NC1=O (centres undefined) | -3% | . | 0.5% | -2.7% | -4% | 39% | 30% | -12% | 4%
